# Yfh1-depleted yeast – enhancers of respiration in Yfh1-depleted yeast, dose response, Friedreich's ataxia, plus single-dose screen (AID 1465); fold induction at 50 µM, or EC50 in µM where a hit was titrated; 220,000 compounds, 0.074% hits; S. cerevisiae Yfh1-off respiration, WST-1 reduction, 72 h; higher fold induction means a stronger effect;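 active = fold induction of absorbance versus untreated yeast above a set limit, then at least 30% activation at any dose in follow-up; inconclusive = repeats straddling the limit, or above it without dose testing; inactive = fold induction below the set limit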;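 note: activators that raise dye reduction in frataxin-depleted yeast; strong numbers were not always called active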
# Autophagy mod – autophagy modulators in MEF cells, primary screen, imaging, high-content, MEF GFP-LC3 | MEF GFP-LC3 puncta imaging; test concentration mostly 10 µM | AID 463193, 2010 | 190,000 compounds, 0.98% hits | calls only at 10 µM (by protocol);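 active = percentage of spot-positive cells more than 3 SD above its plate mean, without a fluorescence outlier flag or 80% toxicity; inconclusive = no clear call, values can overlap the other calls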;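 note: spot-positive cell cutoff set from DMSO-treated cells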
# b-catenin transl – modulators of beta-catenin nuclear translocation, primary screen, imaging, HeLa cells, immunofluorescence, high-content; nuclear translocation activity, % at 5 µM; 190,000 compounds, 0.3% hits;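 active = nuclear translocation activity above 50% at 5 µM, with a well cell count of 50 or more; inconclusive = wells under 50 cells across six images, flagged as toxic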;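 note: per-cell ratio of nuclear to cytoplasmic median beta-catenin stain intensity; plate controls were DMSO negative control for no effect and GSK-3 inhibitor IX positive control for full effect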
#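 Test system: human HeLa cell line; Doses: 5 µM primary, 0.02–20 µM confirmation; Incubation: 24 h compound exposure, 37°C; Detection: beta-catenin immunofluorescence imaging with DAPI; Read-out: beta-catenin nuclear/cytoplasmic ratio, % activation.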
# HEK293 NOD2/NF-kB – NOD2 signaling inhibitors, cell-based, luminescence, uHTS, HEK293 (AID 1566) | HEK293 NOD2/NF-kB luciferase reporter, luminescence; higher % means a stronger effect | inhibition, % at 4 µM; hits with a dose series show EC50 in µM | 290,000 compounds, 0.63% hits; in the data active = inhibition above about 50%; note: many of its hits are not listed in these tables
# MT stabilize HCS – microtubule stabilizers in HeLa cells, primary screen, imaging, high-content imaging | 200,000 compounds, 0.83% hits | % tubulin-high responders, % at 10 µM | HeLa tubulin immunostaining HCS, 24 h; share of cells brighter than vehicle mean+2SD | AID 2205, 2009;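 active = plate Z-score above 3 for both tubulin-high and condensed-nucleus cell shares, with cell loss under 80%, at 10 µM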;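 note: anti alpha tubulin signal scored within the nucleus-defined area of each cell; some results filed as inactive read as strong as hits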
# WT yeast gro inh – growth inhibition of WT strain, primary screen, mitochondrial fusion inhibitor project, WT and mutant strains, chemical genetic | mitochondrial fusion phenotypic screen | inhibition, % at 10 µM | 190,000 compounds, 2.1% hits | AID 1362, 2008; in the data active = inhibition above about 58%; tested in S. cerevisiae
# Insulin prom up – insulin promoter activators in MIN6 cells, imaging, high-content screening, mouse beta cells; z-score at 5 µM; 190,000 compounds, 0.3% hits; AID 1625, 2009; MIN6 insulin promoter-GFP reporter; stronger effect = higher value;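 active = z-score above 3 at 5 µM with at least 500 cells counted in the well; inconclusive = wells under 500 cells, flagged as cytotoxic or low count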
# Dynein cargo inh – inhibitors of GR-EGFP nuclear translocation, primary screen, dynein cargo transport inhibitor project, imaging, high-content, 3617.4 mouse cells; 220,000 compounds, 0.47% hits; test concentration mostly 20 µM; stimulated with dexamethasone, 1 µM; stronger effect = lower value; z-score, hits read low;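 active = plate z-score of nuclear minus cytoplasmic receptor signal below a set negative limit, without overly bright fluorescence or cell loss, cut at about -3.5 in these data, passing the limit was not always enough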;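 note: z-score of nuclear minus cytoplasmic ring GR-EGFP intensity difference per well; some compounds called inactive have numbers as strong as hits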
#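 Medium: Induction medium lacking tetracycline, stripped serum | Probe or stimulus: 1.0 µM final dexamethasone stimulus | Schedule: 48 h induction, then 1 h compound, then 30 min agonist, 37 °C | Signal: Automated 10x imaging of fixed Hoechst-stained cells | Evaluation: Per-cell GR-EGFP intensity, nucleus versus surrounding cytoplasmic ring, well-averaged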
# Hep lipid drop – inhibitors of hepatocyte lipid droplet formation, primary screen, imaging, high-throughput imaging, BODIPY stain. AML12 mouse hepatocytes, oleate lipid droplets. inhibition, % at 6.5 µM. 240,000 compounds, 0.4% hits. AID 1656, 2009;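 active = lipid droplet intensity inhibited by at least 50%, with more than 500 cells counted; inconclusive = wells with under 300 cells, treated as cytotoxic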
#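 Material – mouse AML12 hepatocyte cell line, fixed after treatment · Compound dosing – one dose, 6.5 µM compound · Times – compound with oleate, overnight · Measured by – Image-based BODIPY and DAPI two-channel analysis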
# WT yeast gro inh mutant strain – second read-out of WT yeast gro inh, no call of its own (marks repeat the call); inhibition, %; mitochondrial fusion phenotypic screen, mutant strain inhibition
# Dynein cargo inh cytoplasmic EGFP – also measured in Dynein cargo inh; calls as there; z-score; measured here: cytoplasmic GR-EGFP intensity; stronger effect = higher value
# Dynein cargo inh nuclear GR-EGFP – also measured in Dynein cargo inh; calls as there; z-score; measured here: nuclear GR-EGFP intensity;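 lower value marks the stronger effect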
# Dynein cargo inh cell count – recorded beside Dynein cargo inh, whose call it bears; z-score; measured here: cell count per field
# Insulin prom up cell count – second read-out of Insulin prom up, no call of its own (marks repeat the call); cell count; measured here: cytotoxicity, nuclei count;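 total cells summed across four imaged fields per well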
# Hep lipid drop cells 6.5 µM – second read-out of Hep lipid drop, no call of its own (marks repeat the call); cell count; measured here: cell count, cytotoxicity flag;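 cells counted across two imaged fields per well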
# b-catenin transl cell count 5 µM – recorded beside b-catenin transl, whose call it bears; cell count; measured here: cell count, cytotoxicity flag
# MT stabilize HCS Hoechst-high % – also measured in MT stabilize HCS; calls as there; % Hoechst-high responders; measured here: nuclear condensation Hoechst responders;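 share of cells brighter than vehicle mean plus two SD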
# MT stabilize HCS cytotoxicity % – recorded beside MT stabilize HCS, whose call it bears; toxicity, %; measured here: cytotoxicity by cell density;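 0% = mean cell density of plate MIN control wells and 100% = no cells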
# Autophagy mod cell loss 18 h – also measured in Autophagy mod; calls as there; toxicity, %; measured here: cell loss, nuclei count;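 cell loss after 18 h compound exposure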
# Active calls of the source: *; i = inactive; ? = inconclusive; nt = no result given. A portion of the library (hit frequency here may not be typical).
Compound	Autophagy mod	b-catenin transl cell count 5 µM	WT yeast gro inh	Hep lipid drop	Dynein cargo inh cytoplasmic EGFP	Insulin prom up	MT stabilize HCS cytotoxicity %	Hep lipid drop cells 6.5 µM	HEK293 NOD2/NF-kB	Autophagy mod cell loss 18 h	WT yeast gro inh mutant strain	Yfh1-depleted yeast	b-catenin transl	Dynein cargo inh nuclear GR-EGFP	Dynein cargo inh cell count	MT stabilize HCS	MT stabilize HCS Hoechst-high %	Insulin prom up cell count	Dynein cargo inh
COc1cc(CN2CC(C)CC(C)C2)cc([N+](=O)[O-])c1O (stereo not drawn)	i	888	-10	-2	-0.21	0.48	13	627	8%	7	15	i	-0.7	1	-0.87	1.1	1.2	1296	1.4
Cc1ccn2c(Nc3ccccc3C)c(-c3ccccn3)nc2c1	i	nt	72*	-2	-0.29	-3.6	29	745	-103%	26	49*	i	nt	0.064	-0.11	3.4	2.1	718	-0.063
Cc1ccc(S(=O)(=O)N(C)C)cc1N	i	1077	-16	23	-0.25	0.07	8.2	670	3%	-1	5	i	-1.8	0.7	-1.5	6.2	2.9	1282	0.95
Cc1ccc(CNC(=O)C2CCCN(c3nn4c(=O)cc(C)nc4s3)C2)cc1 (stereo not drawn)	i	1055	-14	20	-0.24	0.06	6.7	717	-18%	-4	-2	i	-0.6	0.67	-0.21	2.2	2.7	1312	-0.018
COc1ccc(NC(=O)Nc2ccc(C(C)C)cc2)cc1	nt	1298	nt	-11	-0.76	-0.23	nt	680	-9%	nt	nt	i	-0.4	-0.43	-0.71	nt	nt	1054	-0.46
COC(=O)NC(NC(=S)Nc1ccccc1OC)C(Cl)(Cl)Cl (stereo not drawn)	i	1089	-1	5	-0.17	2.2	8.1	745	12%	3	8	i	-0.4	-0.12	-0.31	4.4	1.6	1518	0.017
COc1ccc2[nH]c(C)c(C(=O)CN(C)C)c2c1	i	1390	-10	nt	-0.29	0.15	0.2	nt	-14%	-8	-3	i	-1.0	0.39	-0.025	3.5	2.0	1267	0.066
Cc1c(Cc2ccccc2)sc(/N=C/c2ccc3ccccc3c2)c1C(N)=O	i	267*	1	?	-0.13	0.32	41*	nt	19%	5	11	i	101*	0.4	-0.2	19*	41*	921	0.38
O=S(=O)(c1cccc(-c2csc(-c3cccnc3)n2)c1)N1CCCCC1	i	1073	18	-40	-0.1	-0.26	8.2	770	21%	14	7	i	-2.1	-0.18	-0.5	3.3	2.2	805	-0.99
CC(=O)C1=C(O)C(=O)N(Cc2cccnc2)C1c1ccc(C)cc1 (stereo not drawn)	i	1045	0	1	-0.18	0.27	7.6	719	18%	-3	-14	i	-0.7	-0.13	0.31	3.3	2.9	1247	-0.36
CN(C)S(=O)(=O)c1ccc(C(=O)NCCN2C(=O)S/C(=C\c3cccnc3)C2=O)cc1	i	796	-4	-15	-0.27	-0.65	4.7	754	4%	8	7	i	3.1	0.39	0.06	5.1	2.3	1504	-0.3
O=C(O)CCc1ccc(-c2ccccc2)o1	i	957	7	2	-0.21	0	6.8	698	10%	-1	4	i	0.1	-0.27	-0.6	3.2	2.4	1738	-0.88
CC12CCC(C(=O)N3CCCCC3)([C@H](Br)C1=O)C2(C)C (stereo partly drawn)	nt	1289	nt	-4	-0.8	0.11	nt	651	6%	nt	nt	i	-0.5	-0.95	0.034	nt	nt	1126	-1.2
O=C(CSc1ccc(-c2ccco2)nn1)c1ccc(F)cc1	i	1127	4	15	-0.25	0.55	4.4	699	-3%	7	-5	i	1.7	0.2	0.55	3.9	2.3	1460	-0.3
CCCc1ncc(C(O)c2ccccc2OC)n1C (stereo not drawn)	i	1011	-3	11	-0.29	-0.72	2.1	751	14%	28	0	i	-0.5	0.57	-0.098	3.8	2.5	1281	-0.34
CCCCCC(O)(CCN1CCCCC1)c1ccc(OCC)cc1 (stereo not drawn)	i	601	6	-26	-0.18	nt	14	743	-16%	-18	14	i	-3.7	0.16	-0.42	1.9	2.1	nt	0.023

# Sorted by molecular weight (descending): some entries from above
Compound	Autophagy mod	b-catenin transl cell count 5 µM	WT yeast gro inh	Hep lipid drop	Dynein cargo inh cytoplasmic EGFP	Insulin prom up	MT stabilize HCS cytotoxicity %	Hep lipid drop cells 6.5 µM	HEK293 NOD2/NF-kB	Autophagy mod cell loss 18 h	WT yeast gro inh mutant strain	Yfh1-depleted yeast	b-catenin transl	Dynein cargo inh nuclear GR-EGFP	Dynein cargo inh cell count	MT stabilize HCS	MT stabilize HCS Hoechst-high %	Insulin prom up cell count	Dynein cargo inh
CC12CCC(C(=O)N3CCCCC3)([C@H](Br)C1=O)C2(C)C (stereo partly drawn)	nt	1289	nt	-4	-0.8	0.11	nt	651	6%	nt	nt	i	-0.5	-0.95	0.034	nt	nt	1126	-1.2
O=C(CSc1ccc(-c2ccco2)nn1)c1ccc(F)cc1	i	1127	4	15	-0.25	0.55	4.4	699	-3%	7	-5	i	1.7	0.2	0.55	3.9	2.3	1460	-0.3
COc1cc(CN2CC(C)CC(C)C2)cc([N+](=O)[O-])c1O (stereo not drawn)	i	888	-10	-2	-0.21	0.48	13	627	8%	7	15	i	-0.7	1	-0.87	1.1	1.2	1296	1.4
CCCc1ncc(C(O)c2ccccc2OC)n1C (stereo not drawn)	i	1011	-3	11	-0.29	-0.72	2.1	751	14%	28	0	i	-0.5	0.57	-0.098	3.8	2.5	1281	-0.34
O=C(O)CCc1ccc(-c2ccccc2)o1	i	957	7	2	-0.21	0	6.8	698	10%	-1	4	i	0.1	-0.27	-0.6	3.2	2.4	1738	-0.88

# From PubChem
